Rac1 GTP hydrolysis: MgcRacGAP GTPase-activating activity inhibitors, confirmation, biochemical, ADP Hunter fluorescence. one-dose inhibition, % at 30 µM; IC50 in µM for titrated hits. MgcRacGAP-stimulated Rac1 GTP hydrolysis, ADP Hunter fluorescence; higher % means a stronger effect; GST-tagged Rac1 F28L mutant substrate. hit rate 0.6% among 340,000. AID 624330;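 active means first-screen hits whose inhibition reached a set limit at any dose in the follow-up dose series; inconclusive means inhibition above the set first-screen limit but never retested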;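 further: fluorescence reports GDP produced by GAP-driven GTP hydrolysis; strong numbers were not always called active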
KOR beta-arrestin-1: KOR agonists, beta-arrestin recruitment, primary screen, cell-based, luminescence, uHTS (AID 1777). KOR beta-arrestin recruitment, luminescence; higher % means a stronger effect. activation, % at 10 µM; hits with a dose series show EC50 in µM. hit rate 0.02% among 280,000; in the data active means activation above about 50%, passing the limit was not always enough; further: a part of the inactive calls stands beside numbers as strong as those of hits
GPR55 LPI antagonism: inhibition of LPI-stimulated GPR55 beta-arrestin translocation – imaging, U2OS, beta-arrestin-GFP, LPI agonist, primary screen (AID 2013). inhibition, % at 10 µM, or IC50 in µM where a hit was titrated. hit rate 0.13% among 290,000. U2OS GPR55 beta-arrestin-GFP translocation imaging, LPI antagonism; higher % means a stronger effect;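 active means spots per cell inhibited over 60%, with over 100 cells counted and total cytoplasm intensity under 500,000; inconclusive means wells with under 100 cells, flagged as likely toxic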;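 further: U2OS cells stably carrying GPR55 and arrestin-GFP stimulated by 5 µM LPI near EC80; imaged beta-arrestin-GFP aggregate spots per cell after agonist stimulation; plate controls were LPI-stimulated DMSO wells for no effect and DMSO wells without LPI for full effect; some results filed as inactive read as strong as hits; confirmed hits need IC50 under 10 µM and bright autofluorescent wells are also inconclusive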
KOR beta-arrestin-2: KOR antagonists, beta-arrestin recruitment, cell-based, luminescence, uHTS (AID 1778) | KOR beta-arrestin recruitment, luminescence, antagonist mode; higher % means a stronger effect | inhibition, % at 10 µM; hits with a dose series show IC50 in µM | hit rate 0.091% among 290,000; in the data active means inhibition above about 50%; further: strong numbers were not always called active
NTR1 agonist: agonists of NTR1, primary screen, imaging, U2OS cells, beta-arrestin-GFP, high content (AID 493036); hit rate 0.17% among 330,000; activation, % at 20 µM; NTR1-U2OS beta-arrestin-GFP spot imaging, agonist mode; P30989;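 active means activation at or above 40% of the spot to cytoplasm intensity ratio, with at least 20 cells analyzed; inconclusive means wells under 20 cells, flagged as cytotoxic or low count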;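 further: 0% = DMSO without peptide and 100% = 100 nM NTR1 peptide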
Target sequence (P30989 whole entry, looked up): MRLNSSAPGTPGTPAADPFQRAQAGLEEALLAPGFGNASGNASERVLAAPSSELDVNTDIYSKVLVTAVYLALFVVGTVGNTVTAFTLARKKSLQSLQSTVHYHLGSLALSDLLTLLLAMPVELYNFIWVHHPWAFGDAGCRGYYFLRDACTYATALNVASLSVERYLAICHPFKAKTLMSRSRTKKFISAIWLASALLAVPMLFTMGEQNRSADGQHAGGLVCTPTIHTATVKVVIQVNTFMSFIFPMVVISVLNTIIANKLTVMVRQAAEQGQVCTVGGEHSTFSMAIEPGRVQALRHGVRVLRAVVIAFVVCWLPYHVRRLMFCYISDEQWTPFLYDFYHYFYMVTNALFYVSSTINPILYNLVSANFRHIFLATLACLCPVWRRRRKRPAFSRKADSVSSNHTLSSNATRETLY
GPR35 antagonists: inhibition of zaprinast-stimulated GPR35 beta-arrestin translocation – imaging, U2OS, beta-arrestin-GFP, zaprinast agonist, primary screen (AID 2058); U2OS GPR35 beta-arrestin-GFP translocation imaging, zaprinast antagonism; higher % means a stronger effect; inhibition, % at 10 µM; hits with a dose series show IC50 in µM; hit rate 0.052% among 290,000;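 active means inhibition of at least 50% with at least 30 cells and total cytoplasm GFP at most 10,000,000; inconclusive means under 30 cells or total GFP of 10,000,000 plus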
GPR55 beta-arrestin: selective activators of receptor GPR55 – imaging, U2OS cells, beta-arrestin-GFP redistribution, primary screen (AID 1961) | U2OS GPR55 beta-arrestin-GFP redistribution imaging; higher % means a stronger effect | one-dose activation, % at 10 µM; EC50 in µM for titrated hits | hit rate 0.048% among 290,000;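 active means activation above 40% with more than 50 cells counted in the well; inconclusive means wells holding fewer than 50 cells, flagged as toxic or sparse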;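 further: U2OS osteosarcoma cells stably expressing GPR55 and beta-arrestin-GFP; plate controls were DMSO negative control for no effect and LPI positive control for full effect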
K1F lysis inhibition: inhibition of K1F phage lysis, E. coli UTI89, bacterial capsule biogenesis inhibitors, alamar blue (AID 488966); hit rate 0.02% among 340,000; E. coli UTI89 K1F phage lysis, alamar blue, 2 h; higher % means a stronger effect; inhibition, % at 100 µM; hits with a dose series show IC50 in µM;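 active means phage lysis inhibition, versus mean bacterial control, above a set limit; inconclusive means no clear call, values can overlap the other calls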;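 further: capsule biogenesis inhibitors block K1F phage lysis so surviving cells raise fluorescence; higher fluorescence means more inhibition of phage lysis; actives were called in the ten point dose series up to 300 µM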
NOD1 NF-kB reporter: NOD1 signaling inhibitors, primary screen, cell-based, luminescence, uHTS (AID 1578) | hit rate 1% among 290,000 | inhibition, % at 4 µM, or EC50 in µM where a hit was titrated | NOD1-driven NF-kB luciferase reporter cells, luminescence; higher % means a stronger effect; in the data active means inhibition mostly above about 36%, no sharp cut-off; inactive means mostly below about 34%;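 further: HEK-293T reporter cells stimulated with the NOD1 agonist gamma-tri-DAP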
NTR1 agonist cell count 20 µM: also measured in NTR1 agonist; calls as there; cell count; measured here: cell count, cytotoxicity flag
The depositor's hits bear a star; ? = inconclusive; . = no result given; [ ] = another dose, or the depositor's remark. A portion of the library; rates above refer to the full screens.

SMILES | Rac1 GTP hydrolysis | KOR beta-arrestin-1 | GPR55 LPI antagonism | KOR beta-arrestin-2 | NTR1 agonist | NTR1 agonist cell count 20 µM | GPR35 antagonists | GPR55 beta-arrestin | K1F lysis inhibition | NOD1 NF-kB reporter
CCNC(=S)Nc1ccc(N2CCCCC2)cc1 | 29% | 0.6% | 0% | -29% | 1.0 | 39 | 14% | 0.0% | 0.7% | -33%
COC(=O)C(NC(=O)c1ccc(F)cc1)(Nc1ncc(S(=O)(=O)c2ccc([N+](=O)[O-])cc2)s1)C(F)(F)F (stereo not drawn) | 4% | 2.0% | 17% | -31% | 0.3 | 78 | 6% | 0.0% | -0.1% | 23%
Cc1noc(C)c1C(=O)Nc1ccccn1 | -6% | -3.6% | 3% | 14% | 4.8 | 88 | 4% | 0.7% | -0.4% | 26%
CC(=O)Nc1ccc(-c2csc(NC(C)c3ccccc3)n2)cc1 (stereo not drawn) | 0% | -0.1% | -14% | -20% | 2.4 | 42 | 4% | 0.5% | -0.2% | -23%
CCO/C=C1/C(=O)N(c2ccc(OC)cc2)C(=O)c2ccccc21 | 8% | -0.2% | 3% | -7% | 0.5 | 30 | 0% | 0.2% | 0.1% | -44%
COc1ccc(CN2C=C3C(=O)C(C)(OC(=O)C4CCCC4)C(=O)C=C3C=C2c2ccsc2)cc1 (stereo not drawn) | 11% | 2.5% | 12% | 44% | 4.6 | 111 | -18% | -0.2% | 1.4% | -1%
Cc1ccc(N=Cc2c(O)[nH]c3ccccc23)c([N+](=O)[O-])c1 | 2% | -3.3% | 7% | 45% | 1.5 | 100 | -2% | 0.1% | -0.7% | -57%
O=S(=O)(c1cccc2nonc12)N1CCCCC1 | 7% | 3.4% | 16% | 2% | 0.2 | 60 | -11% | -0.2% | 0.3% | -29%
CCOc1nc2cnccc2n(CC(=O)Nc2ccc(C)c(C)c2)c1=O | 9% | -3.5% | 11% | 4% | -0.6 | 66 | -5% | -0.2% | 1.3% | -48%
Cc1cc(C)n(-c2cccc(F)n2)n1 | 3% | 1.1% | 9% | -13% | -0.2 | 34 | 1% | 0.0% | 0.3% | -18%
Cc1ccsc1/C=N/Nc1ncc(Cl)cc1Cl | -2% | -6.2% | 2% | -23% | 2.7 | 42 | -1% | 0.1% | -0.4% | -115%
COc1cccc(CN2C(=O)C3CCCN3c3ccc(S(=O)(=O)N4CCOCC4)cc32)c1 (stereo not drawn) | . | 3.4% | 9% | 3% | 1.2 | 98 | 0% | 0.5% | . | 3%
Cc1ccc(NC(=O)CN(C)C(=O)CSc2nc3ccccc3c(=O)n2Cc2ccco2)cc1 | 5% | -2.3% | 24% | -8% | 4.3 | 59 | 9% | -0.3% | 0.5% | -15%
O=C(CCC1CCCCC1)Nc1ccc(C(=O)c2ccncc2)cc1 | -5% | -0.5% | 0% | 3% | 3.2 | 56 | -5% | 0.1% | 0.3% | -30%
COc1ccccc1C(=O)Nc1nnc(S(=O)(=O)N(C)Cc2ccccc2)s1 | 12% | 0.7% | 23% | -21% | 1.5 | 53 | -1% | -0.2% | 0.4% | -13%
CC(=O)Nc1ccc(/C=N/NC(=O)c2cc3ccccc3nc2C)cc1 | 6% | -3.8% | 11% | -23% | 0.7 | 66 | -7% | 0.6% | 1.7%[50 µM] | 24%
Cc1ccc(-c2cnc(NC(=O)c3cccc(Br)c3)s2)c(C)c1 | 5% | 0.9% | 26% | -12% | 0.6 | 44 | 22% | 1.8% | 3.3% | -9%
Clc1ccc(-c2cc3ccccc3[nH]2)cc1 | 7% | 1.0% | 4% | -26% | 2.0 | 86 | 18% | -0.1% | 0.5% | 1%
Cc1no[n+]([O-])c1COc1ccccc1/C=N/n1nnnc1N | 4% | -2.1% | 9% | 7% | 0.7 | 51 | 5% | 1.0% | 2.2% | -22%
COc1ccc(-c2nnc(SCC(=O)O)n2C)cc1OC | 3% | 1.5% | -3% | -25% | -1.0 | 38 | 8% | -0.3% | -0.4% | -15%
CCN(CC)S(=O)(=O)c1ccc(C)c(NC(=O)COc2ccc3c(C)cc(=O)oc3c2)c1 | 7% | -0.2% | -4% | 29% | 2.1 | 53 | 2% | -0.1% | 7.4% | -22%
COc1cc(C2N(c3cccc(Cl)c3)C(=O)C3CCCN32)cc(OC)c1OC (stereo not drawn) | 5% | -6.6% | -8% | 10% | -1.7 | 44 | 5% | -0.2% | -1.6% | -13%
CCOC(=O)c1c(C)nc2sc3c(=O)n(-c4ccc(C(C)=O)cc4)nnc3c2c1-c1ccc(Cl)cc1 | 13% | 5.7% | 13% | -30% | 4.2 | 44 | 4% | 0.0% | 1.4% | -4%
O=C(c1ccc2nc(N3CCCCC3)sc2c1)N1CCN(c2ccccn2)CC1 | 20% | -1.1% | 1% | 1% | 0.9 | 53 | -21% | -0.1% | -1.8% | .
O=C(O)CN1C(=O)CC(Cc2ccc(Cl)cc2)C1=O (stereo not drawn) | 4% | 1.8% | 17% | 6% | 0.6 | 95 | -14% | 0.5% | 0.3% | 11%
CC(NC(=O)CSc1nc(=O)cc(N)n1-c1ccccc1)c1ccccc1 (stereo not drawn) | 2% | -3.0% | 10% | . | 2.5 | 36 | -11% | -0.2% | 4.2% | -23%
Nc1cc(N)nc(SCC(=O)N2CCc3ccccc32)n1 | 11% | -2.2% | 11% | -16% | 0.6 | 46 | -7% | 1.0% | 0.5% | -32%
Cc1cccc(CN2CCC(CNC(=O)Nc3ccc(F)c(Cl)c3)CC2)c1 | 7% | -4.1% | 13% | -2% | 9.0 | 95 | 1% | -0.3% | 0.3% | 2%
CC(C)CCNC(=O)c1ccc(-n2cnc3cccnc32)cc1 | 7% | -6.6% | 8% | 2% | -1.0 | 105 | -8% | -0.1% | 0.0% | -2%
CCn1cc(C(=O)OCC(=O)NCc2ccc3c(c2)OCO3)c(=O)c2ccc(C)nc21 | 8% | -1.0% | -8% | -24% | 1.5 | 76 | -12% | -0.1% | -0.8% | -17%
O=C(NCc1ccccn1)C(C(=O)c1ccc(F)cc1)n1ccccc1=O (stereo not drawn) | 4% | -8.3% | 10% | 2% | 0.2 | 78 | -4% | -0.2% | 0.5% | -9%
CCOC(=O)c1ccc(NC(=O)CC2S/C(=N/N=C3/NC(=O)CS3)NC2=O)cc1 (stereo not drawn) | 11% | -4.8% | -1% | 5% | -0.5 | 60 | 4% | -0.2% | 0.0% | 1%
CCOc1ccccc1C(=O)N1CCN(c2ccc(C(F)(F)F)cn2)CC1 | 7% | -0.2% | 2% | -23% | 0.1 | 39 | 6% | 0.7% | -0.7% | -8%
COc1cc(OC)nc(Oc2ccc(N)c(C)c2)n1 | . | -2.9% | 2% | 14% | 1.5 | 87 | -1% | 0.0% | 0.0% | 11%
Cc1cc(NCCCn2ccnc2)n2c(nc3ccccc32)c1C#N | -1% | -1.5% | 3% | -25% | 11 | 85 | -11% | 0.2% | -0.4% | -11%
CCCCc1c(O)nc2sccn2c1=O | 6% | -2.5% | 8% | 22% | 0.7 | 41 | 5% | 0.0% | 0.2% | -12%
Cc1ccc(C(=O)N/C(=C\c2ccc(Cl)cc2)C(=O)NCCCN2CCOCC2)cc1 | 3% | 5.6% | -7% | . | -1.3 | 64 | -14% | -0.2% | 0.2% | -1%
Cc1nc(CC(=O)c2ccc(O)c(C)c2O)cs1 | -15% | -1.6% | 0% | 8% | 0.3 | 43 | 3% | -0.2% | 0.1% | -6%
COc1ccc(OC)c(CNc2ccc3c(c2)nc(C)n3C)c1 | ? | -6.6% | -2% | 9% | -0.2 | 56 | -9% | 0.2% | 1.5% | -11%
CCCN(CCC)CCCNC(=O)c1cn(-c2ccc(OC)cc2)c(=O)c2ccccc12 | -1% | 0.3% | -8% | -12% | -0.8 | 81 | 0% | -0.1% | -0.1% | -6%
COc1ccccc1C(=O)NCCC(=O)N1CC(=O)Nc2ccccc21 | 6% | 2.9% | -13% | -43% | 0.8 | 55 | 0% | 0.3% | 0.4% | 10%
CCC1C/C(=C/c2cccs2)C(=O)/C(=C/c2cccs2)C1 (stereo not drawn) | 13% | -4.6% | 5% | -6% | 8.4 | 37 | 2% | 6.6% | 0.0% | 17%
Cc1cc2nc3n(c2cc1C)CC1CC(C(=O)NCC2CC2)N(C)C31 (stereo not drawn) | 4% | 6.2% | -17% | -3% | -2.8 | 98 | -1% | 0.4% | -0.7% | 3%
O=C(Nc1cccc(OCC(=O)N2CCOCC2)c1)C1CCCCC1 | 2% | 3.7% | 11% | -27% | -0.6 | 70 | 1% | 0.3% | 5.7% | -22%
COc1cc(/C=C/C(=O)Nc2cc(C(F)(F)F)ccc2Cl)cc(OC)c1OC | 9% | -3.1% | -4% | 24% | 1.9 | 68 | 31% | -0.1% | 1.4% | 14%
CCN1CCN(c2nc(Nc3cccc(OC)c3)nc(N)c2[N+](=O)[O-])CC1 | 4% | 3.1% | -2% | 10% | 0.0 | 72 | -5% | 0.5% | -0.2% | 8%
Cc1ccccc1C(=O)OCCN(C)Cc1ccccc1 | 11% | -1.6% | -20% | 0% | -1.5 | 81 | -15% | -0.1% | 0.1% | -17%
O=C(CSC(=S)N1CCSCC1)c1ccccc1 | 0% | 3.5% | 2% | -12% | -0.3 | 100 | 4% | 0.0% | -4.6% | -80%
CNC(=S)NNC(=O)c1ccc(N(C)C)cc1 | 18% | 1.9% | 11% | 9% | -0.4 | 36 | 9% | -0.1% | -0.4% | -13%
O=C(Nc1nnc(C2=COCCO2)o1)c1cccc([N+](=O)[O-])c1 | 8% | -0.8% | 9% | 4% | 3.5 | 58 | 10% | 0.0% | 1.6%[50 µM] | -30%
O=c1c2ccccc2nnn1CSc1ncnc2ccccc12 | 5% | 0.4% | 11% | 3% | 0.4 | 52 | -4% | -2.3% | 0.0% | 29%
Cc1cc(C)c2nc(NCc3ccccc3O)sc2c1 | 7% | 1.2% | 7% | 2% | 33 | 82 | -5% | 0.0% | 0.0% | -6%
COc1ccc(/C=C/C(=O)Oc2ccc(/C=N\NC(=O)c3ccc(F)cc3)cc2)cc1 | 11% | -5.1% | 7% | 9% | 0.8 | 59 | -13% | -0.2% | 2.7%[50 µM] | -6%
